Assay outcomes deposited in PubChem by The Scripps Research Institute Molecular Screening Center.
OXTR potentiate = potentiators of human oxytocin receptor; P30559; CHO-OTR cells, Fluo-8 calcium fluorescence, potentiator mode; 0% = oxytocin EC15, 100% = EC100; activation, % at 3 µM; 320,000 tested, 0.061% active; AID 2445;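 active = activation above that plate's cutoff, the mean activation of tested compounds plus 3 SD, cut at about 6.6% in these data, passing the limit was not always enough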;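 also: 100% uses oxytocin at 75 nM as the full agonist control; some results filed as inactive read as strong as hits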
Target sequence (P30559 whole entry, looked up): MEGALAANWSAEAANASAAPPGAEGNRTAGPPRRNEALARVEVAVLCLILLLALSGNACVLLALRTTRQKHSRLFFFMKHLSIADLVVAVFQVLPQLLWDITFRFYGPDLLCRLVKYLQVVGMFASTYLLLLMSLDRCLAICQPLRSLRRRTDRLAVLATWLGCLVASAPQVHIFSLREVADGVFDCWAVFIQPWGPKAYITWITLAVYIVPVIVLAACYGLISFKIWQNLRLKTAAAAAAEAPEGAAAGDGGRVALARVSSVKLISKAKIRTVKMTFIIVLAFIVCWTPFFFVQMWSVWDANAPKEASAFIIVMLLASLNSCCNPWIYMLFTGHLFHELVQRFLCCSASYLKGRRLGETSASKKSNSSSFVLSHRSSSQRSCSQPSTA
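Dosing: Single dose, 3.0 µM nominal final compound concentration | Material: Human OTR in CHO cells | Technique: Kinetic Fluo-8 calcium fluorescence | Benchmarks: EC15 oxytocin alone as 0%, 75 nM oxytocin as 100% | Probe or stimulus: Oxytocin at about EC15, sub-maximal agonist stimulus | Incubation: Compound 6 min at room temperature before oxytocin, 100 s read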
CHRM1 antagonist = antagonists of human M1 muscarinic receptor | inhibition, % at 3 µM | 360,000 tested, 1.3% active | AID 588852 | CHO-K1 hM1, Fluo-8 calcium fluorescence, ACh EC80 antagonist | P11229;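 active = percent inhibition above its own plate's cutoff, namely the mean of that plate's compound wells plus 3 SD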;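 also: peak over basal fluorescence ratio during 140 s after agonist addition; 0% = ACh EC80 plus DMSO and 100% = DMSO alone without agonist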
Target sequence (P11229 whole entry, looked up): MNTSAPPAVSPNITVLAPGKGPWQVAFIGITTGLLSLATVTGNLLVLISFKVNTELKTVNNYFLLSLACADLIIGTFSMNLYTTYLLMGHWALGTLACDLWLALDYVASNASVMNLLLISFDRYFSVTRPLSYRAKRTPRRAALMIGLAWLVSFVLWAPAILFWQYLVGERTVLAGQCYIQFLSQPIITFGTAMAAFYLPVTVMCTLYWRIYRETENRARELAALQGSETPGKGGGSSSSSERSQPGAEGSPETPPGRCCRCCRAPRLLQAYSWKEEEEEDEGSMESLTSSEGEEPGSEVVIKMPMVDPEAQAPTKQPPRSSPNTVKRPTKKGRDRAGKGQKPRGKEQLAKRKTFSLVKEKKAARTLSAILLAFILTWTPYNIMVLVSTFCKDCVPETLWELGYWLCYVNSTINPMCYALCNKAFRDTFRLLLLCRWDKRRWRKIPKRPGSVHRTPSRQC
M1 PAM parental = counter-screen for M1 PAMs: effect in parental CHO-K1 cells | ATP EC20, Fluo-8 calcium fluorescence; 0% at ATP EC20, 100% at ATP max | activation, % at 3 µM | 360,000 tested, 0.02% active;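 active = activation above the run cutoff, the mean activation of all test compounds plus 3 SD, cut at about 40% in these data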;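 also: peak over basal fluorescence ratio in a 140 s read after ATP addition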
TAAR1 ag = agonists of human TAAR1 | Q96RJ0 | CHO RD-HGA16 TAAR1, Fluo-8 calcium fluorescence; vehicle wells 0%, saturating PEA agonist 100% | activation, % at 3 µM | 360,000 tested, 0.99% active;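 active = activation above the mean activation of all test compounds in the run plus 3 SD, cut at about 38% in these data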
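Signal – calcium-sensitive Fluo-8 signal, excitation 470-495, emission 515-575 nm · System – RD-HGA16 (CHO) cells co-expressing Gα16 and hTAAR1 · Incubation – 17-24 h seeding, 75 min 37 °C dye, 30 min RT · Compound dosing – 3 µM single concentration · Repeats – no replicates (n 1)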
CHO parental Ca = counter-screen: ATP calcium response change in parental CHO cells; parental CHO-K1, ATP-induced calcium, Fluo-8 fluorescence; 330,000 tested, 0.63% active; inhibition, % at 5.6 µM; AID 463079;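 active = inhibition above that plate's mean sample inhibition plus 3 SD, cut at about 26% in these data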;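 also: 0% = ATP-challenged DMSO wells and 100% = DMSO wells without ATP; some compounds past the cut are filed as inactive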
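test system = CHO parental line | reagent = ATP stimulus | measured by = intracellular calcium via Fluo-8 no-wash fluorescent dye | control set = ATP and no-ATP DMSO wells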
TAAR1 antagonist = antagonists of human TAAR1; CHO RD-HGA16 TAAR1, Fluo-8 calcium fluorescence, antagonist; Q96RJ0; 360,000 tested, 1.5% active; AID 624466; inhibition, % at 3 µM;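 active = inhibition above a per-plate cutoff, the mean inhibition of test compounds on that plate plus 3 SD, cut at about 49% in these data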;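 also: 0% = DMSO plus EC80 beta-PEA response and 100% = DMSO alone without agonist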
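Material: CHO RD-HGA16 cells bearing hTAAR1; compound dosing: one-point dosing, 3 µM nominal final; schedule: dye loading 75 min at 37 °C, then 30 min room temperature; measured by: calcium fluorescence with Fluo-8; control set: vehicle and agonist controls; replication: n of 1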
CHO-K1 Ca ag = nonselective activator or artifact in parental CHO-K1 cells. Fluo-8 calcium fluorescence; scaled to maximal ATP response, vehicle zero. activation, % at 3 µM. 360,000 tested, 0.48% active. AID 602248; in the data active = activation above about 15%;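 also: untransfected CHO-K1 host cells lacking M1 receptor as counterscreen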
M1 ag = activates human CHRM1 receptor. P11229. CHO-K1 hM1, Fluo-8 calcium fluorescence, agonist mode; 0% DMSO, 100% acetylcholine EC100. activation, % at 3 µM. 360,000 tested, 0.33% active;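 active = activation above the run's mean compound activation plus 3 SD, cut at about 16% in these data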;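 also: peak over basal fluorescence ratio within a 140 s kinetic read after compound addition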
CHO-K1 Ca antag = M1 antagonist counterscreen hit in parental CHO-K1 cells; inhibition, % at 3 µM; 360,000 tested, 0.6% active; AID 602250; ATP-induced calcium, Fluo-8 fluorescence;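 active = inhibition above a per-plate cutoff, the plate's mean sample inhibition plus 3 SD, cut at about 24% in these data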;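 also: 0% = DMSO plus EC80 ATP and 100% = DMSO alone without ATP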
Starred values were filed as active, the others as inactive; . = no result given. No enrichment for hits; 4.2% or so of the library scored in one or more.

[1] CC(=O)Nc1ccc(NC(=O)C(C)OC(=O)C2CCN(S(=O)(=O)c3ccc4c(c3)OCCO4)CC2)cc1 (stereo not given)
[2] O=C(O)C1=NN(c2ccccc2)C(=O)C1
[3] COC(=O)CCC(=O)NC(=S)Nc1c(C)cccc1C
[4] Cc1ccc2sc(N(CCN(C)C)C(=O)/C=C/c3cccs3)nc2c1C
[5] N#CCC1c2ccccc2CCN1C(=O)Nc1ccc(Cl)cc1 (stereo not given)
[6] Oc1ccc(F)cc1-c1cc(-c2ccc3c(c2)OCCO3)n[nH]1
[7] CC(C)C(=O)N1CCN(c2ccccc2NC(=O)c2cccc3ccccc23)CC1
[8] COc1cc(-c2nnc(SC/C=C/c3ccccc3)n2N)cc(OC)c1OC
Screen / compound no.,1,2,3,4,5,6,7,8
OXTR potentiate,-6,-1,-2,-12,-8,-1,8,-5
CHRM1 antagonist,-8,-20,-9,1,-2,-4,-6,25
M1 PAM parental,-2,21,15,-1,6,-5,8,7
TAAR1 ag,0,1,2,11,3,11,8,18
CHO parental Ca,-6,-1,0,1,-13,3,-27,-28
TAAR1 antagonist,3,-13,-4,21,17,31,35,45
CHO-K1 Ca ag,-0.1,1.0,1.3,1.7,2.8,-0.2,5.2,4.0
M1 ag,-4,-1,-3,2,-9,0,-3,-1
CHO-K1 Ca antag,-9,-18,-6,-16,-14,15,-8,4

[9] Cc1ccccc1NC(=O)COC(=O)CN1C(=O)NC(C)(C)C1=O
[10] O=C(COC(=O)CCc1ccccc1)NC1CCS(=O)(=O)C1 (stereo not given)
[11] C/C(Cc1ccccc1)=N\NC(=O)CNC(=O)c1ccccc1Br
[12] c1ccc2nc(-c3ccc4c(c3)OCO4)ccc2c1
[13] O=C(COC(=O)Cc1cccc(C(F)(F)F)c1)NCC1CCCO1 (stereo not given)
[14] CCN(CC#CCC1(O)c2ccccc2-c2ccccc21)CCO
[15] Fc1ccc(NC(=S)N/N=C/c2ccc(F)c(F)c2)cc1
[16] COc1cc(C(=O)NCc2cccnc2)ccc1OCC(=O)Nc1cccc(C(F)(F)F)c1
Screen / compound no.,9,10,11,12,13,14,15,16
OXTR potentiate,-6,-2,-7,-8,-2,-6,-3,-8
CHRM1 antagonist,-10,23,8,-3,-13,-1,5,7
M1 PAM parental,21,0,14,19,2,21,24,-15
TAAR1 ag,4,2,2,-2,9,5,-2,10
CHO parental Ca,2,3,-9,-9,-1,-4,-20,43*
TAAR1 antagonist,-3,-11,6,-5,-7,-21,-19,32
CHO-K1 Ca ag,0.5,0.1,0.3,1.1,0.7,1.8,-0.1,17*
M1 ag,-4,-2,-2,-3,-1,-7,-5,1
CHO-K1 Ca antag,-8,5,-10,-10,-20,-12,-14,8

3 entries picked at random from the list so far:
[15] Fc1ccc(NC(=S)N/N=C/c2ccc(F)c(F)c2)cc1
[11] C/C(Cc1ccccc1)=N\NC(=O)CNC(=O)c1ccccc1Br
[9] Cc1ccccc1NC(=O)COC(=O)CN1C(=O)NC(C)(C)C1=O
Screen / compound no.,15,11,9
OXTR potentiate,-3,-7,-6
CHRM1 antagonist,5,8,-10
M1 PAM parental,24,14,21
TAAR1 ag,-2,2,4
CHO parental Ca,-20,-9,2
TAAR1 antagonist,-19,6,-3
CHO-K1 Ca ag,-0.1,0.3,0.5
M1 ag,-5,-2,-4
CHO-K1 Ca antag,-14,-10,-8

Next records:
[17] COc1ccccc1C=NN1CCCCCC1
[18] O=C(NC1CCCC1)C(c1ccc(F)cc1)N(Cc1ccc(F)cc1)C(=O)CCl (stereo not given)
[19] Cc1ccc(C(=O)OCc2cc(=O)n3c(C)csc3n2)s1
[20] CC(=O)Nc1ccc(C=NNc2ccc(S(=O)(=O)Nc3ccccc3C(=O)O)cc2[N+](=O)[O-])cc1
[21] Cc1cc(C)c2nc(N3CCC(C(=O)N4CCN(c5ncccn5)CC4)CC3)sc2c1
[22] CCC(C(=O)NCCc1ccc(OC)cc1OC)n1nc(C)n2c(cc3occc32)c1=O (stereo not given)
[23] C/C=C(\C)C(=O)NCCN1C2=NC[C@H](C(C)C)N2C[C@H]1Cc1ccc(O)cc1
[24] CCN1CCCC(OC(=O)C(c2ccccc2)c2ccccc2)C1 (stereo not given)
Screen / compound no.,17,18,19,20,21,22,23,24
OXTR potentiate,.,-4,-6,8,-3,-3,-4,-4
CHRM1 antagonist,-12,-2,4,-12,2,-22,-6,72
M1 PAM parental,14,-5,8,14,-1,-10,8,26
TAAR1 ag,-2,1,9,2,0,3,2,1
CHO parental Ca,.,-11,-15,-11,-12,-30,-7,-10
TAAR1 antagonist,-9,8,-8,-38,-3,-8,10,-5
CHO-K1 Ca ag,0.1,0.6,2.2,0.1,-0.6,-0.8,-0.1,1.8
M1 ag,-7,-4,2,-1,-10,-4,-11,-4
CHO-K1 Ca antag,-12,4,-11,-7,-18,-7,1,-10

[25] COc1ccccc1C(=O)Nc1cc2cc(Br)ccc2oc1=O
[26] COc1ccnc(Oc2ccc(F)cc2)c1C#N
[27] Cc1ccc(-c2csc3ncnc(SCC(=O)NCc4ccc5c(c4)OCO5)c23)cc1
[28] CCc1ccc(C(O)(CC(C)C)C(CN2CCOCC2)c2ccccc2)cc1 (stereo not given)
[29] CSCC[C@H](NC(=O)[C@H]1CC[C@H](CNC(=O)[C@@H](N)Cc2ccccc2)CC1)C(=O)O
[30] COc1cc(S(=O)(=O)Nc2c(C)nn(C)c2C)ccc1NC(C)=O
[31] Cc1cccnc1CN1CCN(C(=O)CCc2nnc(CCc3ccccc3)o2)CC1
[32] COc1ccc(NC(=O)CN2CCN(C(=O)N3CCOCC3)CC2)cc1
Screen / compound no.,25,26,27,28,29,30,31,32
OXTR potentiate,-7,0,-2,.,-5,-3,-10,-3
CHRM1 antagonist,-25,-1,14,-16,-5,-9,-1,-13
M1 PAM parental,14,13,-6,11,1,16,10,5
TAAR1 ag,2,-1,3,26,1,1,2,1
CHO parental Ca,-12,-7,-20,.,3,16,3,-2
TAAR1 antagonist,10,-2,23,-19,-19,-16,-20,-11
CHO-K1 Ca ag,0.3,0.2,0.5,1.6,0.0,0.7,0.7,-0.3
M1 ag,-1,-10,-7,-5,-3,-3,-7,1
CHO-K1 Ca antag,0,-8,7,-35,-4,-6,-5,-1

[33] Cc1cc(-c2nnc(CCC(=O)NC(C)c3cccc4ccccc34)o2)no1 (stereo not given)
[34] CCN1CCN(C2=CC3=CC(=C(C#N)C#N)CCC3CC2)CC1 (stereo not given)
[35] Cc1cc(C)nc(N2CCC(C(=O)NCc3cccc(C(F)(F)F)c3)CC2)n1
[36] O=C(CNC1CCCCC1)NCC1(c2ccccc2)CCCC1
[37] COc1ccccc1C(=O)N1CCN=C1SCc1cccnc1
[38] Cc1c(C(=O)O)sc2nc(SCC(=O)Nc3ccc(S(=O)(=O)NC(C)(C)C)cc3)[nH]c(=O)c12
[39] Cc1nnc(NC(=O)c2ccc(S(=O)(=O)N3CC(C)CC(C)C3)cc2)o1 (stereo not given)
[40] CCCNC(=O)c1cccc(Cn2cc(Br)c([N+](=O)[O-])n2)c1
Screen / compound no.,33,34,35,36,37,38,39,40
OXTR potentiate,-3,.,-11,-5,-3,-5,-1,0
CHRM1 antagonist,-5,101*,-18,2,-13,1,-7,-10
M1 PAM parental,-20,-22,16,-8,9,8,2,9
TAAR1 ag,0,.,4,10,8,6,3,0
CHO parental Ca,-17,.,16,-31,0,-16,-18,-6
TAAR1 antagonist,-1,.,17,7,-4,19,-6,-8
CHO-K1 Ca ag,-0.1,366*,0.4,0.8,0.5,-0.5,-0.6,0.9
M1 ag,-3,591*,-2,-13,-6,-3,-1,-12
CHO-K1 Ca antag,16,78*,-8,10,1,-1,-13,-4

[41] O=C(Nc1ccncc1)c1cc(S(=O)(=O)N2CCCC2)ccc1Cl
[42] O=C(COC(=O)CCc1ccc(S(=O)(=O)N2CCOCC2)cc1)Nc1cccc(Cl)c1
[43] CC(=O)N(Cc1nc2sc(C)c(C)c2c(=O)[nH]1)C1CCCC1
[44] CC(=O)Nc1nc2c(F)cccc2s1
[45] CCCCOc1ccc(C(=O)Oc2cc(C)[nH]c(=O)c2[N+](=O)[O-])cc1
[46] Cc1cc(C(=O)NCC(c2cccs2)N2CCOCC2)ccc1[N+](=O)[O-] (stereo not given)
[47] Cc1ccc(C(=O)OCC(=O)Nc2cc(S(C)(=O)=O)ccc2Cl)cc1S(=O)(=O)N1CCCCC1
[48] FC(F)(F)COc1ccc(-n2ccnc2)nn1
[49] CCOc1ccccc1OCCCC(=O)Nc1cccc(S(=O)(=O)N2CCOCC2)c1
[50] O=C(c1ccc(C#CC2(O)CCCCC2)cc1)N1CCN(Cc2ccccc2)CC1
[51] Cc1ccccc1-n1nc(C)c(N=O)c1N
Screen / compound no.,41,42,43,44,45,46,47,48,49,50,51
OXTR potentiate,-9,-8,-6,-4,-2,-3,-11,-7,-1,-11,-2
CHRM1 antagonist,-6,10,17,-8,-4,-15,3,0,4,-10,1
M1 PAM parental,-8,2,3,2,19,3,3,-4,-11,12,13
TAAR1 ag,12,12,1,0,4,0,6,0,0,22,12
CHO parental Ca,-5,-8,-7,15,-4,-3,2,0,-19,-18,-14
TAAR1 antagonist,0,-1,-29,4,-2,6,-1,2,7,11,-9
CHO-K1 Ca ag,1.0,4.1,12,0.2,0.6,0.8,9.1,1.7,3.1,3.1,-0.4
M1 ag,-4,-1,-3,-3,-1,-3,-2,-1,-4,-3,-8
CHO-K1 Ca antag,-2,-13,0,2,-4,-5,-11,0,-15,4,3
